# M5 antag: CHRM5 antagonism in calcium assay. AID 624040. actives 0.59% (n = 360,000). P08912. inhibition, % at 3 µM. CHO-hM5 cells, Fluo-8 calcium fluorescence, ACh EC80;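 active = inhibition above a per-plate cutoff, the mean of that plate's test compounds plus 3 SD, cut at about 27% in these data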;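 note: 0% = acetylcholine EC80 with DMSO and 100% = DMSO without agonist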
# Target sequence (P08912 whole entry, looked up): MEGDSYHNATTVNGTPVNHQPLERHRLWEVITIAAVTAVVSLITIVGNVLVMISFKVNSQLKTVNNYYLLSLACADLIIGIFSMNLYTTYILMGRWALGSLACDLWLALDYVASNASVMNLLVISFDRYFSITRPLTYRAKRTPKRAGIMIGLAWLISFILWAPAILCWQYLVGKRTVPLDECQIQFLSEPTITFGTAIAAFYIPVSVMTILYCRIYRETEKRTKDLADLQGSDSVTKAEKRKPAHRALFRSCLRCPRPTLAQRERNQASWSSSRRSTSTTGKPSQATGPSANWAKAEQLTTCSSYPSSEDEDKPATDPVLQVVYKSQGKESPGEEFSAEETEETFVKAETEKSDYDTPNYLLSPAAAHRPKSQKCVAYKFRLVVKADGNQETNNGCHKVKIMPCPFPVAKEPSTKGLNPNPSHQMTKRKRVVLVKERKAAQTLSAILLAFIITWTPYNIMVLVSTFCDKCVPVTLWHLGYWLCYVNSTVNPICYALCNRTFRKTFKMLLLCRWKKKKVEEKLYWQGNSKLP
# CRFBP-R2 agonist: agonists of human CRF-binding protein/CRF-R2 receptor complex; activation, % at 13.2 µM; AID 588473; HEK293 CRF-R2/CRF-BP, calcium dye fluorescence (FLIPR); percent of saturating CRF peptide response; actives 0.46% (n = 350,000);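 active = activation of at least 50%, plus an integration ratio under a set limit after plate pattern correction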;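 note: plate controls were neutral control wells without compound for no effect and CRF at EC100 for full effect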
# CHRM4 antagonist: antagonists of human muscarinic M4 receptor (CHRM4) | P08173 | inhibition, % at 3 µM | actives 0.73% (n = 360,000) | CHO-hM4 cells, ACh EC80, Fluo-8 calcium fluorescence | AID 624125;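 active = inhibition above its plate's cutoff, the mean inhibition of sample wells plus 3 SD, cut at about 27% in these data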;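 note: 0% = acetylcholine EC80 with DMSO and 100% = DMSO without agonist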
# M4 PAM: positive allosteric modulators of human muscarinic M4 receptor | activation, % at 3 µM | CHO-K1 hM4/Gqi5, Fluo-8 calcium fluorescence, ACh EC20; 0% = ACh EC20, 100% = maximal ACh | actives 0.4% (n = 360,000) | P08173;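 active = activation above its plate's cutoff, the mean activation of sample wells plus 3 SD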; note: some results filed as inactive read as strong as hits
# CHRM4 agonist: CHRM4 agonism in calcium assay; CHO-K1 hM4/Gqi5, Fluo-8 calcium fluorescence; vehicle 0%, full acetylcholine response 100%; P08173; actives 0.14% (n = 360,000); activation, % at 3 µM;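 active = activation above the run mean over all test wells plus 3 SD, cut at about 32% in these data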;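 note: peak over basal fluorescence ratio per well then scaled between controls; 0% = DMSO wells and 100% = acetylcholine at EC100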
# M1 PAM: potentiates human M1 receptor response to acetylcholine | P11229 | CHO-K1 hM1, Fluo-8 calcium fluorescence, ACh EC20; 0% = ACh EC20, 100% = maximal ACh | activation, % at 3 µM | actives 0.088% (n = 360,000); in the data active = activation above about 19%, passing the limit was not always enough
# Target sequence (P11229 whole entry, looked up): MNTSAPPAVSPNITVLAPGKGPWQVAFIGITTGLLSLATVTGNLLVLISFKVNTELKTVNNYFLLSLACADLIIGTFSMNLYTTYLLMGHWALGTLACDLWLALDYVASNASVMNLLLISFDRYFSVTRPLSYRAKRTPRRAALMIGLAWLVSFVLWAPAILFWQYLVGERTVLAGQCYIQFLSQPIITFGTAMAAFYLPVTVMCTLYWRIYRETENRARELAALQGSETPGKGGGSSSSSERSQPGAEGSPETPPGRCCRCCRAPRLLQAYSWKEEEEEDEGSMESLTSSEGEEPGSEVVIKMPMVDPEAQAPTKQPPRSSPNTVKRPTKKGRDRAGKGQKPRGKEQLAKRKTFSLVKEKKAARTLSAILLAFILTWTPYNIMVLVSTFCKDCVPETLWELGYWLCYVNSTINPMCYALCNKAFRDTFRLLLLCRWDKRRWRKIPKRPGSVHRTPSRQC
# CHRM5 agonist: agonists of human muscarinic M5 receptor (CHRM5). P08912. CHO-K1 hM5 cells, Fluo-8 calcium fluorescence; 0% DMSO wells, 100% maximal acetylcholine response. activation, % at 3 µM. actives 0.19% (n = 360,000);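 active = activation above the run's mean over test compounds plus 3 SD, cut at about 23% in these data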;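 note: signal is peak over basal fluorescence ratio across the kinetic read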
# CHRM5 PAM: positive allosteric modulators of human muscarinic M5 receptor. P08912. CHO-K1 hM5, Fluo-8 calcium, ACh EC20 PAM; 0% = ACh EC20, 100% = ACh EC100. activation, % at 3 µM. actives 0.3% (n = 360,000). AID 624038;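 active = activation above the run cutoff, the mean activation of all test compounds plus 3 SD, cut at about 18% in these data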
#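 Test system: CHO-K1 hM5 cells / Doses: single-point, 3 µM nominal / Times: Post-acetylcholine fluorescence recording 140 s / Technique: Fluo-8 calcium fluorescence / Measure: Max/basal fluorescence ratio as % of EC20–EC100 ACh window / Benchmarks: low control EC20 acetylcholine (0%), high control EC100 acetylcholine (100%) / Replicates: one well per compound, no replicates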
# M1 antag: blocks human M1 muscarinic receptor; actives 1.3% (n = 360,000); CHO-K1 hM1, Fluo-8 calcium fluorescence, ACh EC80 antagonist; inhibition, % at 3 µM; P11229;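 active = percent inhibition above its own plate's cutoff, namely the mean of that plate's compound wells plus 3 SD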;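 note: peak over basal fluorescence ratio during 140 s after agonist addition; 0% = ACh EC80 plus DMSO and 100% = DMSO alone without agonist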
# * = called active by the depositor; · = not tested or not shown.
Structure,M5 antag,CRFBP-R2 agonist,CHRM4 antagonist,M4 PAM,CHRM4 agonist,M1 PAM,CHRM5 agonist,CHRM5 PAM,M1 antag
CC(NC(=O)COC(=O)c1ccc2c(=O)n3c(nc2c1)CCCCC3)c1ccccc1 (stereo not drawn),3,-1.0,-15,10,5,-1,2,-1,7
CC1CCCN(Cc2cccc(Oc3ccccc3)c2)C1 (stereo not drawn),0,-1.2,3,-13,0,-17,-6,3,16
Cc1ccc(-c2nn(-c3ccccc3)cc2/C=N/n2c(-c3ccncc3)n[nH]c2=S)cc1,12,-0.2,-8,-4,0,8,1,-4,-2
CCN(C(=O)c1cc(S(=O)(=O)N2CCOCC2)cn1C)c1cccc(C)c1,2,-1.3,-4,8,2,-1,0,-6,5
CSc1ccc(NC(=O)Nc2ccccc2C(N)=O)cc1,4,2.4,6,-11,4,0,2,-1,6
O=C(Nc1nccs1)c1ccc(S(=O)(=O)NCC2CCCCC2)cc1,9,-0.2,13,-12,7,-9,2,-17,17
O=S(=O)(NCc1cn2ccccc2n1)c1ccccc1F,0,0.9,-14,9,1,12,-1,9,-22
CCOC(=O)N1CCC(NC(=O)C2CCN(C(=O)c3cc4oc(C)cc4n3Cc3c(F)cccc3Cl)CC2)CC1,7,-1.6,-8,-4,1,11,-5,-6,-7
COc1ccc([N+](=O)[O-])cc1NC1CCN(C(=O)c2cccs2)CC1,3,-3.4,-3,18*,3,13,0,5,2
CCNC(=O)C(CC(C)C)NC(=O)C(CO)NC(=O)C1CCC(=O)N1 (stereo not drawn),13,-1.1,-11,9,0,-5,-3,-5,-2
COc1ccccc1CNC(=O)C1CCN(S(=O)(=O)c2cccc([N+](=O)[O-])c2)CC1,-6,-1.8,3,-6,1,1,-1,-1,-1
c1ccc(-c2nc(-c3ccccn3)no2)cc1,-4,-2.0,-1,12,0,4,0,-2,-9
Cc1ccccc1N(CC(=O)NCCc1ccccc1)C(=O)c1csnn1,6,0.6,6,-2,0,24,0,0,-21
COC(=O)c1ccc(OCC(=O)Nc2nn(-c3ccccc3)nc2C(N)=O)cc1,9,2.7,-3,-4,10,1,1,-6,-1
Cc1cc(NC(=O)CCN2C(=O)C3C4C=CC(C4)C3C2=O)c2ccccc2n1 (stereo not drawn),-10,9.4,-10,-2,4,7,-2,-5,-32
CCn1c2ccccc2c2cc(NC(=O)CCCN3C(=O)CCC3=O)ccc21,10,-2.1,-1,-3,2,-6,-11,-2,9
COc1ccc(Oc2ncccc2NC(=O)c2cccc(C)c2C)cc1,-2,-0.6,5,-6,1,10,-1,2,-13
CC(C(=O)OCC(=O)c1cccc([N+](=O)[O-])c1)N1C(=O)C2C3CCC(C3)C2C1=O (stereo not drawn),-4,1.9,-9,-2,6,10,0,-6,-2
CCNC(=O)C1(C)CCCN1C(=O)c1ccc(C#N)cc1 (stereo not drawn),-4,·,-9,3,1,3,0,-1,-4
O=C1c2ccccc2C(=O)N1CCc1ccccc1,5,-1.4,-2,0,1,7,-1,4,-5
COc1ccc(C2CC(c3cccs3)=NN2C(=O)CCl)cc1OC (stereo not drawn),-3,2.0,5,0,1,7,0,2,1
O=C(Nc1ccc(OC(F)(F)C(F)F)c(NC(=O)c2ccc(F)cc2)c1)c1ccc(F)cc1,-1,2.0,7,-2,0,-6,-7,-2,6
COCCCNc1ccn2nc(-c3ccc(Cl)cc3)cc2n1,6,·,-18,-5,7,6,0,-6,-11
O=C(c1ccc(CNS(=O)(=O)c2ccccc2)cc1)N1CCN(c2ccccn2)CC1,4,2.9,-6,-7,7,1,0,-17,-5
CCN(CC)S(=O)(=O)c1ccc(Oc2ccc(S(=O)(=O)N(CC)CC)cc2)cc1,0,4.0,3,10,8,3,7,-5,5
Cn1c(CC(=O)Nc2ccccc2Cl)nnc1SCC(=O)Nc1nncs1,3,1.0,-13,6,1,9,0,0,-1
COc1ccc(C(C)(NC(C)=O)c2nc(-c3cccc(F)c3)cs2)cc1 (stereo not drawn),1,·,1,-5,2,7,2,-3,-14
N#Cc1ccc(C(=O)Nc2nnc(-c3ccccn3)o2)cc1,4,-2.9,0,7,1,9,1,2,-11
Cn1c(=O)[nH]c(=O)c2c1nc(N1CCCCC1)n2CC(O)CN1CCCCC1 (stereo not drawn),0,-1.4,-1,2,0,5,-8,8,-6
COc1ccc(N2CCN(C(=O)c3ccc(NS(=O)(=O)c4ccc(F)c(F)c4)cc3)CC2)cc1,14,-3.0,11,-1,13,12,5,-6,-14
COc1cccc(CNc2ncn[nH]2)c1OCc1ccc(F)cc1,9,-1.9,10,-10,1,-8,-4,-3,12
COc1cccc(CNCc2ccc(OC)cc2OC)c1,-2,-0.5,6,-6,2,6,-2,5,-10
COc1ccccc1N1CCN(S(=O)(=O)CCNC(=O)CC2CCCCC2)CC1,-9,-0.4,-10,-11,20,-4,7,-15,-2
CC(C)(C)c1cccc(/C=N/O)c1O,-13,0.4,-6,5,-2,1,-12,6,-5
CCCS(=O)(=O)N1CCN(Cc2ccc([N+](=O)[O-])cc2)CC1,18,-3.3,-1,1,1,-7,-4,-10,4
Cc1ccc(S(=O)(=O)NNC(=O)c2cccc(O)c2)cc1,4,-0.1,-8,-2,0,3,-1,-3,-3
COc1ccccc1NC(=O)CCc1c(C)nc2c(-c3ccc(F)cc3)c(C)nn2c1C,-5,-1.0,-1,9,1,0,4,6,-19
O=C(NNC(=O)c1cccc2ccccc12)c1ccc(Cl)cc1Cl,13,-3.4,-3,0,2,-1,0,3,-2
Cc1ccccc1NS(=O)(=O)c1ccc(F)cc1,-8,2.8,0,-7,0,5,-1,2,-4
Cc1ccc(-n2c(SCC(=O)Nc3nccs3)nc3c(c2=O)SCC3)cc1,1,0.9,-4,5,0,5,1,-2,-11
Cc1ccccc1C(NC(N)=O)c1ccccc1 (stereo not drawn),-4,2.9,4,8,3,7,3,2,-10
COc1ccccc1CNS(=O)(=O)c1c(C)nc2scc(C)n2c1=O,-11,2.9,-10,-2,2,6,2,4,3
C[C@H](NC(=O)c1nc[nH]c1C(=O)NC1CCN(C(=O)OC(C)(C)C)CC1)C(=O)OC(C)(C)C,10,1.1,5,6,0,5,4,0,-4
COCCNC(=O)C1CCCN(Cc2ccc(C(C)C)cc2)CC1 (stereo not drawn),0,·,6,-2,1,6,-2,-1,-9
CCCCNC(=O)C1CC(=O)N(CCc2ccccc2)C1 (stereo not drawn),1,-2.7,-15,2,0,6,-2,5,-8
CCn1c(-c2cc3ccccc3cc2O)n[nH]c1=S,-8,0.4,-6,-1,2,1,1,-5,-1
COc1ccccc1CCNC(=O)CNC(=O)c1ccc2ccccc2c1,13,-5.4,1,-1,4,0,-2,-7,12
CCc1c(C(=O)N/N=C/c2ccc(OCc3ccc(F)cc3)c(OC)c2)nnn1-c1nonc1N,10,-1.0,-13,5,1,1,-3,-4,-7
Cc1oc(S(=O)(=O)N2CCCCC2)cc1NC(=O)Nc1ccc(F)cc1,15,3.8,-9,-12,17,-3,7,-20,-7
Cc1cc2cc3c(cc2nc1SCC(=O)Nc1ccccc1)CCC3,4,-1.2,-5,5,0,1,2,-4,-5
COc1ccccc1-n1c(CNC(=O)c2ccco2)nnc1SCC(=O)Nc1ccc(F)cc1,-2,-0.5,-3,-3,0,9,-2,5,-29
CCCCC(=O)Nc1ccc(NC(=O)CC)cc1OC,2,-2.9,3,2,1,-1,-2,0,9
O=C(CCC(=O)CCN1CCCCC1)CCN1CCCCC1,2,-0.4,6,-3,-1,6,-5,-4,1
Cc1cc(NCCc2ccccc2F)n2ncnc2n1,-2,0.1,-6,-2,3,-11,3,-10,6
Clc1ccc(C(c2ccccc2)N2CCNCC2)cc1 (stereo not drawn),9,-0.3,11,-16,4,-10,-11,-18,23
CCOC(=O)N1CCC(NC(=O)C2CCCN(S(C)(=O)=O)C2)CC1 (stereo not drawn),0,1.5,-7,6,0,1,-1,4,-15
COC(=O)C1=C(C(=O)OC)[C@@H]2N(C)c3ccccc3[C@@]23C[C@@H](C(=O)OC)N(C(C)=O)C3=N1,9,-1.9,8,5,0,2,0,6,5
Cn1c(SSc2ccc(-c3cccnc3)n2C)ccc1-c1cccnc1,13,6.3,18,-5,4,4,-2,-2,0
Cc1ccc(C(C)(O)CS(=O)(=O)Cc2ccccc2Cl)cc1 (stereo not drawn),11,-1.9,2,-4,1,9,-1,-6,-13
Cc1cccc(OCCn2cnc(Cl)c2Cl)c1,4,-2.9,9,6,0,8,-8,6,-17

# (list continues)
Structure,M5 antag,CRFBP-R2 agonist,CHRM4 antagonist,M4 PAM,CHRM4 agonist,M1 PAM,CHRM5 agonist,CHRM5 PAM,M1 antag
CNC(=O)CSc1nnc(-c2ccccc2F)n1CCc1ccccc1,4,-0.5,-2,-3,0,-1,-5,2,2
COc1ccc(-c2csc(Nc3cc(C)ccn3)n2)cc1C,-1,1.9,-7,-5,0,5,9,14,-17
COc1cc(C(=O)NCCc2cn3ccccc3n2)cc(OC)c1OC,-3,-0.8,-11,2,7,6,4,-6,-7
CCC1CCCCN1C(=O)c1c[nH]c2ccc(S(=O)(=O)N(C)c3ccc(Cl)cc3)cc2c1=O (stereo not drawn),3,-0.8,-3,2,3,0,3,-5,-13
CC[C@@H](C)[C@@H]1CN([C@@H](C)CN2CCC[C@H]2CN2C(N)=NC[C@H]2CC(C)C)C(=N)N1CCCC1CCCC1,-8,0.3,8,-12,0,-25,-3,-4,19
COc1ccc(OC)c(CN2CCC(N3CCC(C(=O)NC4CC4)CC3)CC2)c1,-3,0.8,-1,0,0,0,-6,0,2
O=C(NCCSc1ccccc1)c1ccc(CN2CCOCC2)cc1,10,-0.9,-7,6,2,3,-4,-5,-6
CCCn1nnc(NC(=O)/C=C/c2cc(Br)ccc2OC)n1,-1,-1.9,0,4,1,5,-1,0,-3
CC(/C=N\NC(=O)c1cccnc1)c1ccccc1 (stereo not drawn),2,1.6,1,10,0,4,1,-3,-9
CN1C(=O)C(CCC(=O)O)NC1=S (stereo not drawn),7,-1.2,5,-1,0,-1,1,-4,1
Cc1ccc(OCC(=O)OCC(=O)c2c(N)n(C)c(=O)n(C)c2=O)cc1C,-4,-0.9,8,-5,3,2,2,5,-2

# Some entries already given, showing only CHRM4 antagonist.
Structure | CHRM4 antagonist
COc1cc(C(=O)NCCc2cn3ccccc3n2)cc(OC)c1OC | -11
CCC1CCCCN1C(=O)c1c[nH]c2ccc(S(=O)(=O)N(C)c3ccc(Cl)cc3)cc2c1=O (stereo not drawn) | -3
CC[C@@H](C)[C@@H]1CN([C@@H](C)CN2CCC[C@H]2CN2C(N)=NC[C@H]2CC(C)C)C(=N)N1CCCC1CCCC1 | 8
COc1ccc(OC)c(CN2CCC(N3CCC(C(=O)NC4CC4)CC3)CC2)c1 | -1

# From PubChem
